Screening data: PubChem, several laboratories
Pf gamet viab: kills late stage P. falciparum gametocytes | P. falciparum stage V gametocytes, ATP luminescence, 24 h | actives 0.065% (n = 150,000) | inhibition, % at 10.9 µM;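 active = inhibition above the mean plus 3 SD of compounds within the control limits, set per campaign, cut at about 38% in these data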;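 note: 0% = DMSO wells and 100% = medium only without gametocytes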
Avidin bead fluor: avidin bead compound fluorescence profile. Avidin beads, compound fluorescence 488/530 nm, flow cytometry; hits give high values. fluorescence (KMESF) at 10 µM. actives 0.38% (n = 220,000). AID 1775; in the data active = fluorescence above about 47; note: inactives centre near 10
Mcl1 Bid PPI: disrupts binding of human Mcl-1 to Bid peptide; actives 0.97% (n = 220,000); inhibition, % at 21.7 µM; TR-FRET Mcl-1/Bid-Dy647 peptide binding, 1536-well; Q07820;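 active = compounds that cut the binding signal by more than half at the single screening dose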;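 note: His-tagged Mcl-1 with europium anti-His antibody binding Bid BH3 peptide; 0% = Mcl-1 plus peptide wells and 100% = peptide-only wells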
ABCB1 inh: blocks JC-1 efflux by human ABCB1 transporter; P08183; CCRF-Adr cells, flow cytometry; inhibition, % at 6.6 µM; actives 0.067% (n = 190,000); AID 1326; in the data active = inhibition above about 40%;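 note: 0% = vehicle and 100% = reference inhibitor; higher value means more JC-1 retained so stronger ABCB1 efflux block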
RGS4-Gao reg: human RGS4-Galphao interaction regulation; P09471; Multiplexed bead flow cytometry, RGS4-Galphao binding; actives lie on both sides; binding response (% of control), % at 10 µM; actives 0.33% (n = 220,000); AID 1415; in the data active = binding response below about 49% or above about 150%; inactive = in between;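 note: fluorescent Galphao activated with aluminum fluoride binding bead-coupled RGS4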
Target sequence (P09471 whole entry, looked up): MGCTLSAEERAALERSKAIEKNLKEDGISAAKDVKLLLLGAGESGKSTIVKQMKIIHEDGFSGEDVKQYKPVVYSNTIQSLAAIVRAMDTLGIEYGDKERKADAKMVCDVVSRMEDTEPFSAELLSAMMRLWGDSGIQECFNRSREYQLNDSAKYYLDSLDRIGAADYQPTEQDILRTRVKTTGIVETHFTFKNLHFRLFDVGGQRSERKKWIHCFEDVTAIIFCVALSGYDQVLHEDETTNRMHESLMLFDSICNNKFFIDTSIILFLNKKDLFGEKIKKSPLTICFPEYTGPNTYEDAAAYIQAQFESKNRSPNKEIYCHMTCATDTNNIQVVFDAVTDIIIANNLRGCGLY
RGS8-Gao reg: modulates binding of RGS8 to human Galphao; P09471; multiplexed bead flow cytometry; actives lie on both sides; response (percent of control binding), % at 10 µM; actives 0.34% (n = 220,000); in the data active = response below about 60% or above about 140%; inactive = in between;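 note: Galphao activated as the GDP aluminium fluoride complex binding bead-coupled RGS8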
RGS7-Gao: human RGS7-Galphao interaction regulation; Multiplexed bead flow cytometry, RGS7-Galphao binding; actives lie on both sides; actives 0.35% (n = 220,000); binding response (% of control), % at 10 µM; in the data active = binding response below about 49% or above about 150%; inconclusive = no clear call, values can overlap the other calls; inactive = in between;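 note: fluorescent Galphao held in activated GDP-AlF4 state binding bead-coupled RGS7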
GSH bead fluor: compound fluoresces at 488/530 nm on GSH beads | GSH beads flow cytometry, compound fluorescence 488/530 nm; hits give high values | fluorescence (KMESF) at 10 µM | actives 0.25% (n = 190,000) | AID 1776; in the data active = fluorescence above about 89;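 note: glutathione beads carrying GST-tagged Bcl family fusion proteins plus one bare bead set; values are compound well signal with DMSO vehicle wells as background; inactives centre near 16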
ABCG2 inh: human ABCG2 inhibition, ABCB1 as counter-screen; IgMXP3 cells, JC-1 efflux, flow cytometry; inhibition, % at 6.6 µM; actives 0.1% (n = 190,000); AID 1325;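 active = inhibition above 80%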;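 note: 0% = DMSO and 100% = nicardipine control wells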
Target sequence (Q9UNQ0 whole entry, looked up): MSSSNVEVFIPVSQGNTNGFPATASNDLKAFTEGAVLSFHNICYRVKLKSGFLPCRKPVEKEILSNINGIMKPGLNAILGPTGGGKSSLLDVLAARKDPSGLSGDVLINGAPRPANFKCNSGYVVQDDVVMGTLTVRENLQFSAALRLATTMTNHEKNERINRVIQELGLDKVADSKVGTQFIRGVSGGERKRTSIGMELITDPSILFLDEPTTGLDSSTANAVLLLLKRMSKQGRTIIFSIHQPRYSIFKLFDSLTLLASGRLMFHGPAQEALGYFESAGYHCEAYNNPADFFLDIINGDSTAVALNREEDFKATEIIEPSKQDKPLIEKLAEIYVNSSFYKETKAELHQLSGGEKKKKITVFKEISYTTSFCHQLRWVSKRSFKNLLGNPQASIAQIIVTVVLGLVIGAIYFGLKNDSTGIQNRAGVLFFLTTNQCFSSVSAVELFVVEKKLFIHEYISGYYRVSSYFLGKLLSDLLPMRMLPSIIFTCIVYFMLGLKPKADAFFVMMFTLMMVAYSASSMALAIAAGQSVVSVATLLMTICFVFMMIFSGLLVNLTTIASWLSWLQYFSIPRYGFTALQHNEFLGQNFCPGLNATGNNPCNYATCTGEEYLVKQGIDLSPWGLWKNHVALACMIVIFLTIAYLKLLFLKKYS
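Test system: IgMXP3 (ABCG2) plus far-red-tagged CCRF-Adr (ABCB1) cells / Amount: 3 million cells/mL in well / Reagent: JC-1 transporter substrate / Timing: 10 min compound exposure, 25 °C / Signal: flow cytometry, 530 nm JC-1 signal / Read-out: percent efflux inhibition, scaled nicardipine 100% to DMSO 0% / Benchmarks: nicardipine as high control, DMSO as low control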
Bim-Mcl-1: disrupts Bim peptide binding to human Mcl-1; Q07820; Bead-based flow cytometry, Bim peptide-Mcl-1 binding; inhibition, % at 10 µM; actives 0.1% (n = 190,000); in the data active = inhibition above about 40%;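 note: 0% = no compound tracer wells and 100% = peptide blocker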
Mcl1 Noxa PPI: disrupts binding of human Mcl-1 to Noxa peptide; Q07820; TR-FRET Mcl-1/Noxa peptide binding, 2 h; inhibition, % at 21.7 µM; actives 1.5% (n = 220,000); AID 1022;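 active = compounds that cut the protein-peptide binding signal by more than 50% relative to plate controls in a single-dose test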;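 note: His-tagged Mcl-1 with rhodamine Noxa BH3 peptide and terbium anti-His antibody; 0% = Mcl-1 plus Noxa peptide wells and 100% = peptide-only wells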
Numbers without * were called inactive; ? = inconclusive; . = no result given. An excerpt (hit frequency here may not be typical).

#1 Cc1ccc(/C=C2/C(=O)NC(=O)N(CCc3ccc(F)cc3)C2=O)o1
#2 Cc1ccc(S(=O)(=O)N(C)C)cc1NC(=O)C(C)[N+]12CCN(CC1)CC2 (stereo unspecified)
#3 Cc1cc(N2CCOCC2)nc2ccc(NC(=O)CCC(=O)N3CCC4(CC3)OCCO4)cc12
#4 Nc1cc2nc3ccccc3nc2cc1N
#5 Cc1ccc(OCC(=O)N2CCN(C)CC2)c(Br)c1
#6 O=C(Cc1ccccc1)OCCNC(=O)c1cccnc1
#7 Cc1ccc(OCC(=O)N2CCN(Cc3cccnc3)CC2)cc1
#8 Cc1cc(NC(=O)CCl)on1
screen / no.	1	2	3	4	5	6	7	8
Pf gamet viab	12	0	0	-6	5	.	1	.
Avidin bead fluor	8	15	10	3	32	6	9	7
Mcl1 Bid PPI	-27	-17	20	-55	-5	47	15	-24
ABCB1 inh	-0.4	0.7	0.4	.	0.8	0.6	0.2	1.6
RGS4-Gao reg	98	106	99	100	94	103	101	99
RGS8-Gao reg	96	103	100	91	98	104	101	102
RGS7-Gao	93	?	100	?	99	102	?	102
GSH bead fluor	14	11	29	.	16	33	11	11
ABCG2 inh	-1	3	2	.	7	3	1	7
Bim-Mcl-1	-1	-2	2	.	-1	92*	-1	0
Mcl1 Noxa PPI	-13	8	18	51*	10	13	18	-1

#9 O=P(CCl)(Nc1ccccc1)C(Cl)(Cl)Cl (stereo unspecified)
#10 O=C(COc1ccc(S(=O)(=O)N2CCCCC2)cc1)N1CCN(Cc2ccccc2)CC1
#11 Cc1ccc(-c2nc3ccccc3c(=O)n2-c2ccccn2)cc1
#12 O=C(NCC(c1cccnc1)N1CCN(c2ccc(F)cc2)CC1)Oc1ccccc1 (stereo unspecified)
#13 CC1CN2c3ccc([N+](=O)[O-])cc3CC3(C(=O)N(C)C(=O)N(C)C3=O)C2C(C)O1 (stereo unspecified)
#14 C=CCN1C(=O)C2(C(C(=O)OCC)=C(N)Oc3c2c(=O)oc2ccccc32)c2ccccc21 (stereo unspecified)
#15 N[C@@H](Cc1c[nH]c2ccccc12)c1nnc(SCc2c(F)cccc2Cl)o1
#16 CC(C)Oc1cccc(NC(=O)c2cccn(Cc3ccc4c(c3)OC(F)(F)O4)c2=O)c1
screen / no.	9	10	11	12	13	14	15	16
Pf gamet viab	.	-6	5	-3	6	.	2	23
Avidin bead fluor	9	8	17	7	11	36	12	30
Mcl1 Bid PPI	-20	-22	2	-12	-31	-1	-27	12
ABCB1 inh	0.3	-0.2	0.8	1.0	.	1.8	-6.3	0.5
RGS4-Gao reg	99	94	103	98	107	102	94	94
RGS8-Gao reg	100	110	101	99	100	99	98	90
RGS7-Gao	?	99	104	99	?	104	96	87
GSH bead fluor	15	26	17	46	.	23	30	13
ABCG2 inh	13	-1	8	2	.	4	-5	4
Bim-Mcl-1	-2	-5	-1	-17	.	0	1	-4
Mcl1 Noxa PPI	6	-18	12	17	5	24	32	10

Shown with tabs: part of the list above
cpd	SMILES	Pf gamet viab	Avidin bead fluor	Mcl1 Bid PPI	ABCB1 inh	RGS4-Gao reg	RGS8-Gao reg	RGS7-Gao	GSH bead fluor	ABCG2 inh	Bim-Mcl-1	Mcl1 Noxa PPI
11	Cc1ccc(-c2nc3ccccc3c(=O)n2-c2ccccn2)cc1	5	17	2	0.8	103	101	104	17	8	-1	12
10	O=C(COc1ccc(S(=O)(=O)N2CCCCC2)cc1)N1CCN(Cc2ccccc2)CC1	-6	8	-22	-0.2	94	110	99	26	-1	-5	-18

3 of the compounds above, with each value named.
8	Cc1cc(NC(=O)CCl)on1
  Pf gamet viab: . | Avidin bead fluor: 7 | Mcl1 Bid PPI: -24 | ABCB1 inh: 1.6 | RGS4-Gao reg: 99 | RGS8-Gao reg: 102 | RGS7-Gao: 102 | GSH bead fluor: 11 | ABCG2 inh: 7 | Bim-Mcl-1: 0 | Mcl1 Noxa PPI: -1

5	Cc1ccc(OCC(=O)N2CCN(C)CC2)c(Br)c1
  Pf gamet viab: 5 | Avidin bead fluor: 32 | Mcl1 Bid PPI: -5 | ABCB1 inh: 0.8 | RGS4-Gao reg: 94 | RGS8-Gao reg: 98 | RGS7-Gao: 99 | GSH bead fluor: 16 | ABCG2 inh: 7 | Bim-Mcl-1: -1 | Mcl1 Noxa PPI: 10

13	CC1CN2c3ccc([N+](=O)[O-])cc3CC3(C(=O)N(C)C(=O)N(C)C3=O)C2C(C)O1 (stereo unspecified)
  Pf gamet viab: 6 | Avidin bead fluor: 11 | Mcl1 Bid PPI: -31 | ABCB1 inh: . | RGS4-Gao reg: 107 | RGS8-Gao reg: 100 | RGS7-Gao: ? | GSH bead fluor: . | ABCG2 inh: . | Bim-Mcl-1: . | Mcl1 Noxa PPI: 5

Further structures follow.
#17 Cc1ccccc1CCNCc1ccc(Br)cc1
#18 C=C1N2CCC(CC2)C1(O)c1ccc(C)c(C)c1 (stereo unspecified)
#19 Clc1cnc(Oc2ccc(Oc3ncc(Cl)cc3Cl)cc2)c(Cl)c1
#20 COc1ccc(C(=O)C2CCCN(Cc3cnc(C)s3)C2)cc1OC (stereo unspecified)
#21 COc1ccccc1C1=NCc2nnc(C)n2-c2ccc(Cl)cc21
#22 CN1C(=O)C(=Cc2ccc(N3CCCCC3)o2)C(=O)N(C)C1=S
#23 CCN(CC)CCCN=Cc1c(O)n(Cc2ccc(F)cc2)c(=O)[nH]c1=O
#24 C=C(C)c1cccc(C(C)(C)NC(=O)NC2CN3CCC2CC3)c1 (stereo unspecified)
screen / no.	17	18	19	20	21	22	23	24
Pf gamet viab	-14	-46	-1	-35	-19	-5	.	.
Avidin bead fluor	2	22	13	8	15	20	33	22
Mcl1 Bid PPI	-9	17	-58	-47	-19	-53	17	-6
ABCB1 inh	0.9	0.0	-1.4	1.5	0.2	0.0	0.2	0.5
RGS4-Gao reg	106	100	101	101	99	108	103	103
RGS8-Gao reg	106	102	101	96	103	98	101	104
RGS7-Gao	103	101	101	92	100	105	103	104
GSH bead fluor	8	18	35	19	13	17	10	20
ABCG2 inh	1	0	5	4	1	-1	3	-1
Bim-Mcl-1	-4	0	-4	-1	-4	-6	14	0
Mcl1 Noxa PPI	20	16	2	8	-5	-10	5	8

#25 CN(C)C(=S)SSC(=S)N(C)C
#26 CCOC(=O)Cc1csc(NC(=O)c2c(O)c3ccccc3n(CCC(C)C)c2=O)n1
#27 CC(C)(O)[C@H]1O[C@H]2CC[C@@]3(C)[C@@](O)(CC[C@H]4Cc5c([nH]c6ccccc56)[C@@]43C)C2=CC1=O
#28 C/C(=N\NC(N)=O)c1c(O)n(C)c(=O)n(C)c1=O
#29 Cc1cccc(N2C(=O)/C(=C/c3ccc(CN(CCC#N)S(C)(=O)=O)o3)C(=O)NC2=S)c1
#30 c1ccc(C2N3CCCN23)cc1 (stereo unspecified)
#31 O=P1(NCc2ccco2)COc2ccccc2OC1
#32 O=c1[nH]c(=S)n(Cc2ccc(F)cc2)c(O)c1/C=N/N1CCCCC1
screen / no.	25	26	27	28	29	30	31	32
Pf gamet viab	.	-13	.	-18	-27	.	-6	11
Avidin bead fluor	9	13	12	8	31	7	30	487*
Mcl1 Bid PPI	-74	-35	-20	-34	4	-3	6	-17
ABCB1 inh	0.7	-1.1	0.6	0.0	-0.5	0.2	0.1	0.9
RGS4-Gao reg	99	104	99	93	96	92	101	108
RGS8-Gao reg	89	106	102	96	94	96	101	100
RGS7-Gao	147	103	96	?	91	89	100	112
GSH bead fluor	11	13	12	15	39	39	22	35
ABCG2 inh	-1	-6	0	0	-1	1	24	3
Bim-Mcl-1	-4	-2	0	-1	2	0	-5	-2
Mcl1 Noxa PPI	-9	-9	-9	6	53*	-12	9	15

Random excerpt: 5 entries already listed.
#32 O=c1[nH]c(=S)n(Cc2ccc(F)cc2)c(O)c1/C=N/N1CCCCC1
#19 Clc1cnc(Oc2ccc(Oc3ncc(Cl)cc3Cl)cc2)c(Cl)c1
#20 COc1ccc(C(=O)C2CCCN(Cc3cnc(C)s3)C2)cc1OC (stereo unspecified)
#9 O=P(CCl)(Nc1ccccc1)C(Cl)(Cl)Cl (stereo unspecified)
#2 Cc1ccc(S(=O)(=O)N(C)C)cc1NC(=O)C(C)[N+]12CCN(CC1)CC2 (stereo unspecified)
screen / no.	32	19	20	9	2
Pf gamet viab	11	-1	-35	.	0
Avidin bead fluor	487*	13	8	9	15
Mcl1 Bid PPI	-17	-58	-47	-20	-17
ABCB1 inh	0.9	-1.4	1.5	0.3	0.7
RGS4-Gao reg	108	101	101	99	106
RGS8-Gao reg	100	101	96	100	103
RGS7-Gao	112	101	92	?	?
GSH bead fluor	35	35	19	15	11
ABCG2 inh	3	5	4	13	3
Bim-Mcl-1	-2	-4	-1	-2	-2
Mcl1 Noxa PPI	15	2	8	6	8

New compounds follow
#33 O=C1CSC2N1CCNC21CCCCC1 (stereo unspecified)
#34 Cc1ccc(S(=O)(=O)NCC2CCC(C(=O)N3CCC4(CC3)OCCO4)CC2)cc1 (stereo unspecified)
#35 CC(=NCCCN1CCOCC1)c1c(O)[nH]c(=O)[nH]c1=O
#36 O=C(c1ccc2c(c1)OCO2)N1CCC2(CC1)OCCO2
#37 Cc1[nH]c2ccccc2c1/C=N/O
#38 COc1cccc(OC)c1C(=O)Nc1nc(N)n(-c2ccccc2)n1
#39 CCS(=O)(=O)NCc1nnc2n1-c1ccc(Cl)cc1C(c1ccccc1)=NC2
#40 O=C1NC(=O)N(c2ccccc2F)C(=O)/C1=C/c1ccc(Oc2ccc([N+](=O)[O-])cn2)cc1
screen / no.	33	34	35	36	37	38	39	40
Pf gamet viab	.	-33	19	-26	12	1	10	-4
Avidin bead fluor	27	22	10	8	35	21	7	9
Mcl1 Bid PPI	-2	-17	-2	1	-32	-9	-9	-24
ABCB1 inh	0.0	0.5	0.3	0.5	0.5	-0.5	-0.1	0.7
RGS4-Gao reg	98	91	100	98	102	100	91	95
RGS8-Gao reg	101	99	103	99	104	97	78	97
RGS7-Gao	101	90	102	98	99	96	91	93
GSH bead fluor	19	58	36	11	16	24	4	20
ABCG2 inh	0	1	1	1	2	-2	2	5
Bim-Mcl-1	-4	1	-1	-2	-1	-3	-3	3
Mcl1 Noxa PPI	-10	-2	-1	1	4	-9	15	32

#41 CCOP1(=S)Oc2cc3c(cc2C(C(=O)OC)(C(F)(F)F)O1)OCO3 (stereo unspecified)
#42 CN(C)CCN=Cc1c(O)n(-c2cccc3ccccc23)c(=O)[nH]c1=O
#43 CCOC(=O)c1c(/N=C/c2c(O)n(-c3ccccc3F)c(=S)[nH]c2=O)sc2c1CCCC2
#44 CNCCc1c[nH]c2ccccc12
screen / no.	41	42	43	44
Pf gamet viab	.	-8	.	.
Avidin bead fluor	3	36	17	10
Mcl1 Bid PPI	25	-8	-49	-58
ABCB1 inh	0.5	0.4	1.3	-0.4
RGS4-Gao reg	102	106	110	101
RGS8-Gao reg	91	102	104	101
RGS7-Gao	126	105	113	?
GSH bead fluor	47	21	8	17
ABCG2 inh	2	1	1	0
Bim-Mcl-1	0	-1	24	-2
Mcl1 Noxa PPI	-12	-7	8	18
